Bioassay records deposited in PubChem BioAssay by Broad Institute.
esBAF inh – SWI/SNF esBAF complex inhibition; 350,000 tested, 2% active; mouse ES cells, Bmi1-luciferase knock-in reporter, 24 h; 100% = twice the neutral-well signal; reporter increase, % at 12.5 µM; in the data active means activation above about 40%; inconclusive means no clear call, values can overlap the other calls;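 further: 0% = median of the plate's neutral control wells and 100% = double that signal; a rise in the Bmi1 reporter signal indicates esBAF inhibition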
S100A4 inh HTS – inhibitors of human S100A4 binding to myosin IIA peptide; S100A4/TAMRA-MyoIIA peptide fluorescence polarization; inhibition, % at 10.7 µM; 360,000 tested, 0.14% active; AID 652163;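 active means mean inhibition of at least 70% across replicates, with every replicate also reaching that level; inconclusive means mean inhibition reaches 70% but some replicates fall short; inactive means mean inhibition below 70%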
Target sequence (P26447 whole entry, looked up): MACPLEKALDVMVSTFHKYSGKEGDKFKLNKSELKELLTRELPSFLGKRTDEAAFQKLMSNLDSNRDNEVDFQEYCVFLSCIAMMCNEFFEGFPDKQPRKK
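Material: S100A4 monomer protein / Buffer or medium: 50 mM HEPES pH 7.2, 10 mM CaCl2, 100 mM KCl / Times: 5 min incubation before reading / Benchmarks: neutral control DMSO, positive control TFP / Reagent: labelled myosin peptide probe, 5 nM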
ERp5 block – ERp5 (human) disulfide isomerase inhibition; inhibition, % at 9.99 µM; ERp5 insulin aggregation, absorbance 650 nm, 90 min; AID 651711; Q15084; 350,000 tested, 0.05% active;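 active means mean replicate inhibition above about 25%, with every replicate also reaching it, limit read from the data, passing the limit was not always enough; inconclusive means only one of those two criteria met; inactive means neither criterion met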
E-selectin induc – induces E-selectin expression in human endothelial cells. HUVEC E-selectin immunofluorescence imaging; normalized: neutral wells 0, TNF-alpha wells 100. activation, % at 7.58 µM. 260,000 tested, 0.37% active;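 active means mean E-selectin-positive cell signal at least 10% of the positive control, reached in at least 60% of replicates, without over 20% cell loss; inconclusive means no rule given, readout overlaps actives, possibly toxicity-flagged; inactive means the rest, including those meeting only one limit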;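 further: in these data hits start at about 27%; measured in HUVEC primary endothelial cells; signal is the percent of cells scored E-selectin positive by PE staining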
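Test system: HUVEC | Signal: Immunofluorescence imaging | Read-out: Percent E-selectin-positive cells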
RAD54 branch – blocks human RAD54 Holliday junction branch migration; Q92698; FAM/BHQ fluorescence; inhibition, % at 10.4 µM; 360,000 tested, 0.14% active;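 active means mean normalized replicate activity at least 40 and at least half of replicates scoring 40 or more; inconclusive means only one of the two criteria met; inactive means mean below 40 and under half of replicates reaching 40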;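 further: 0% = median of neutral control wells and 100% = median of positive control wells; inhibitors cause a drop in the FAM fluorescence signal; in these data hits start at about 50%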
ERAP1 HTS inh – blocks human ERAP1 aminopeptidase activity | recombinant ERAP1, Leu-AMC fluorescence, 60 min | inhibition, % at 10.7 µM | 340,000 tested, 0.15% active;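 active means mean replicate inhibition of at least 30%, or all replicates individually reaching that 30% level; inactive means mean below 30% and not every replicate reaching it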;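 further: 0% = neutral control wells and 100% = L-leucinethiol positive control wells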
Target sequence (Q9NZ08 whole entry, looked up): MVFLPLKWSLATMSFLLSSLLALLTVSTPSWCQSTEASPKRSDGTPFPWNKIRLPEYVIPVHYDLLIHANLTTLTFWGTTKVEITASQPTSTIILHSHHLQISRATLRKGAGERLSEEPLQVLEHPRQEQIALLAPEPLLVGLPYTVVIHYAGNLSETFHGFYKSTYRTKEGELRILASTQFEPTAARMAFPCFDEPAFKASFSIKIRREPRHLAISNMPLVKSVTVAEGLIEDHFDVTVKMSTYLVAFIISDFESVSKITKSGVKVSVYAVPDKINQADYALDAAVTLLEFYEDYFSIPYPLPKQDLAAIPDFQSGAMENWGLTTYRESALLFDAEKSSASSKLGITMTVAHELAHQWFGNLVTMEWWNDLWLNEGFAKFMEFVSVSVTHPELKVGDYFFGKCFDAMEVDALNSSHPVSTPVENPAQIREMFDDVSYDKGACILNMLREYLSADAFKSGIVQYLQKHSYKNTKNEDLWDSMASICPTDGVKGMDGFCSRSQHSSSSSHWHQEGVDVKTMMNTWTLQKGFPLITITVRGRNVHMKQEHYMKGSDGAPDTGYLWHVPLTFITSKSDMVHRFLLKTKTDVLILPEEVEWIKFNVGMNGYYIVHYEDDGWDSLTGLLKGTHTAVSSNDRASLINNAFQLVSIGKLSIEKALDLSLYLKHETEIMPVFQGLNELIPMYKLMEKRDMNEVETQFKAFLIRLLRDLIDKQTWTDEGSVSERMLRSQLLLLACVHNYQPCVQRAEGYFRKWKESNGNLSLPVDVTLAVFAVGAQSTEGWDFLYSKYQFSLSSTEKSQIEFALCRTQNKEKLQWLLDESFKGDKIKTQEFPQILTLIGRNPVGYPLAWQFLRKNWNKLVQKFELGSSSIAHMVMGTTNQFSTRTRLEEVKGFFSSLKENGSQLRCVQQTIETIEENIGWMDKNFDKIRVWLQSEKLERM
Xi reactivation – reactivates the inactive X chromosome in mouse fibroblasts; AID 743238; 360,000 tested, 0.055% active; activation, % at 7.58 µM; XiGFP mouse fibroblasts, % GFP-positive cells imaging, 3 d; cells co-treated with 5-aza-dC sensitizer; scaled so ellipticine positive control = 100%;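 active means mean normalized replicate activation at least 10% and every replicate at or above 10%; inconclusive means only one of the two criteria met; inactive means mean below 10% and not all replicates reach 10%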;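 further: 0% = median of on-plate neutral control wells and 100% = ellipticine 6 µM median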
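Schedule: 3 d treatment, 15 min room-temperature fixation; system: 68-5-11 XiGFP fibroblast line; buffer or medium: DMEM plus 5-aza-dC sensitizer; control set: ellipticine 6 µM positive control; compound: one concentration, pinned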
RAD52 anneal inh – RAD52 (human) annealing inhibition; P43351; inhibition, % at 18.7 µM; 360,000 tested, 0.46% active; AID 651710; recombinant RAD52 DNA annealing, FRET fluorescence;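 active means every replicate showing at least 50% inhibition; inconclusive means mean inhibition at least 50% but not in every replicate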
Active calls of the source: *; u = inconclusive; x = no result given; & = joins results of further samples; ! = a repeat was not active. This is a random part of the collection; overall some 2.5% were active at least once.

SMILES	esBAF inh	S100A4 inh HTS	ERp5 block	E-selectin induc	RAD54 branch	ERAP1 HTS inh	Xi reactivation	RAD52 anneal inh
Cc1cccc2nc(Cn3c(=O)n(CCC(=O)NCc4ccco4)c(=O)c4ccccc43)cc(=O)n12	1	-4	3	0.2	x	x	0.2	-13
COc1ccc2oc(=N)c(C(=O)Nc3ccc(C)cc3)cc2c1	43*	-3	2	x	6	-2	0.0	-10
COc1ccc(S(=O)(=O)N(C)C[C@@H]2Oc3c(NS(=O)(=O)c4cccs4)cccc3C(=O)N([C@H](C)CO)C[C@@H]2C)cc1	x	23	-3	-0.4	x	3	-0.8	-134
CCCCN1C(=O)/C(=C2\SC(N3CCOCC3)=NC2=O)c2ccccc21	19	-1	4	0.2	-4	-1	0.0	-13
Cc1ccc(S(=O)(=O)Nc2cccc3c2O[C@@H](CN(C)C(=O)Nc2ccc4c(c2)OCO4)[C@H](C)CN([C@@H](C)CO)C3=O)cc1	60*!	-2&-10	-2&0	0.5&-0.3	-10&1	-1&2	-0.2&0.1	-6&-34
O=C(Nc1ccc(F)cc1)N1CC(=O)N2[C@H](C1)[C@@H](c1ccc(-c3cccc(F)c3)cc1)[C@@H]2CO	x	-60	1	0.7	x	0	0.0	20
COc1ccc(S(=O)(=O)N/N=C(/C)c2ccco2)cc1	x	-2	2	-0.5	-7	-2	0.0	-16
Cc1ccc(S(=O)(=O)c2nnn3c2nc(N2CCN(c4ccccn4)CC2)c2ccccc23)cc1C	4	-1	6	3.7	8	1	0.0	-12
C/C=C/C(=O)Nc1cccc(C2=NOC3(C2)C[C@@H](C(N)=O)N(C(=O)C(c2ccccc2)c2ccccc2)C3)c1 (stereo partly specified)	1	-2	0	0.4	5	x	-0.1	-14
COCCNC(=O)[C@@H]1[C@@H](CO)[C@@H]2Cn3c(ccc(C4=CCCCC4)c3=O)[C@H]1N2C(=O)C1CCCC1	x	6	3	-0.4	x	-3	-0.1	0
Cc1noc(C)c1S(=O)(=O)N(C)C[C@H]1Oc2ccc(NC(=O)Nc3ccc(C(F)(F)F)cc3)cc2CC(=O)N([C@@H](C)CO)C[C@@H]1C	1	x	x	0.1	6	x	-1.0	x
CCOC(=O)c1ccc(-n2c(O)c(/C=N/NC(=O)C3COc4ccccc4O3)c3ccccc3c2=O)cc1 (stereo unspecified)	x	2	-4	0.5	-2	-3	0.0	-7
COCC#Cc1ccc([C@@H]2[C@H]3CN(C(=O)Nc4ccc(F)cc4)CC(=O)N3[C@H]2CO)cc1	x	3	-4	-0.3	x	1	0.2	-19
CCCc1cc(=O)oc2cc(C)c3c(C)coc3c12	1	-3	8	x	5	3	x	1
CC(C)NCc1nnc(-c2ccccc2Cl)o1	x	-4	-1	2.7	x	3	-0.1	-8
CCN1CCN(C(=S)Nc2cccc(Cl)c2)CC1	x	-1	-3	2.1	2	0	0.0	-11
CCOc1ccc(/C=N/NC(=O)C(=O)N2CCCCCC2)c2ccccc12	x	-1	0	x	5	2	0.1	-2
Cc1ccc(CNC(=O)CCNS(=O)(=O)c2cccc3nsnc23)cc1	-2	-2	-7	x	4	0	0.3	-18
CCC(=O)N1CCCCN2[C@H](C1)[C@H](c1ccc(C#CCOC)cc1)[C@@H]2CO	-1	12	-2	-0.1	-3	-2	0.1	-6
CCOc1ccc(NC(=O)CSc2nnc(COc3c(C)cccc3C)o2)cc1	-4	-10	4	x	-5	-3	0.0	-1
CCCCN(CC)CCCNC(=O)c1ccc(CS(=O)(=O)c2ccccc2C)o1	-8	-2	3	0.0	4	-7	0.4	-10
O=C(c1cccc(NC2=NC3CS(=O)(=O)CC3S2)c1)N1CCN(c2ncccn2)CC1 (stereo unspecified)	-4	7	-1	-0.4	-15	1	-0.2	-8
O=C(NCc1ccco1)C1CC(=O)N(c2cccc(Cl)c2)C1 (stereo unspecified)	-1	1	2	0.1	-9	0	0.3	-8
C=CCOc1ccccc1CN1CCC(Oc2ccc(C(=O)N3CCCCC3)cc2)CC1	3	-12	5	0.1	-16	-1	0.0	6
C[C@@H]1CN([C@@H](C)CO)C(=O)c2cc(NC(=O)C3CC3)ccc2O[C@H]1CN(C)Cc1ccc(C(=O)Nc2ccccc2N)cc1	-3	2	0	0.2	-2	3	0.3	-7
COc1ccc(/C(N)=N/OC(=O)c2ccco2)cc1	-35	-5	3	x	-5	2	0.0	-16
O=C(O)Cn1c(-c2ccccc2)cc2ccccc21	1	4	2	0.0	-6	0	-0.1	-20
COc1ccc(-c2cn(CC[C@H]3CC[C@H](NC(=O)c4cnccn4)[C@H](CO)O3)nn2)cc1	-3	-13	8	-0.1	2	3	-0.1	2
CNC(=O)C[C@H]1CC[C@@H]2[C@H](COC[C@H](O)CN2Cc2ccccc2F)O1	-2	2	-3	-0.1	3	0	0.2	5
CCCNC(=O)Nc1ccc2c(c1)C(=O)N(C)C[C@@H](OC)[C@H](C)CN(C(C)=O)[C@@H](C)CO2	2	-16	0	-0.3	11	1	0.3	-28

Molecules shown so far containing two or more sulfur atoms, in the order listed:
SMILES	esBAF inh	S100A4 inh HTS	ERp5 block	E-selectin induc	RAD54 branch	ERAP1 HTS inh	Xi reactivation	RAD52 anneal inh
COc1ccc(S(=O)(=O)N(C)C[C@@H]2Oc3c(NS(=O)(=O)c4cccs4)cccc3C(=O)N([C@H](C)CO)C[C@@H]2C)cc1	x	23	-3	-0.4	x	3	-0.8	-134
Cc1ccc(CNC(=O)CCNS(=O)(=O)c2cccc3nsnc23)cc1	-2	-2	-7	x	4	0	0.3	-18
O=C(c1cccc(NC2=NC3CS(=O)(=O)CC3S2)c1)N1CCN(c2ncccn2)CC1 (stereo unspecified)	-4	7	-1	-0.4	-15	1	-0.2	-8

The list goes on:
SMILES	esBAF inh	S100A4 inh HTS	ERp5 block	E-selectin induc	RAD54 branch	ERAP1 HTS inh	Xi reactivation	RAD52 anneal inh
O=C1/C(=C\c2ccco2)SC(=S)N1C1CCS(=O)(=O)C1 (stereo unspecified)	x	-5	-1	x	-10	x	0.0	-69
CCOC(=O)c1c(NC(=O)CCS(=O)(=O)c2ccccc2)sc2c1CC(C)(C)NC2(C)C	4	-6	-1	0.4	-1	2	0.0	11
C[C@H](CO)N1C[C@H](C)[C@@H](CN(C)S(=O)(=O)c2ccc(Cl)cc2)OCCCC[C@H](C)Oc2ccc(NC(=O)Nc3cccc4ccccc34)cc2C1=O	-2	-26	0	0.7	-1	0	0.2	-1
CCC(=O)N1[C@H](CO)[C@H](c2ccc(C3=CCCCC3)cc2)[C@@H]1CN(C)C(C)=O	x	-16	3	0.1	x	3	-0.1	-5
C[C@H](CO)N1C[C@H](C)[C@@H](CN(C)C(=O)C2CCOCC2)Oc2ncc(-c3cccnc3)cc2C1=O	-5	-11	0	0.4	2	-5	-0.3	12
CC(=O)c1ccc(Oc2nc(-c3cccnc3)nc3ccccc23)cc1	-18	9	-4	1.3	0	-4	0.0	-82
CCN(C(=O)COC(=O)c1cc(C)oc1C)c1c(N)n(Cc2ccccc2)c(=O)[nH]c1=O	-1	-1	1	-0.2	0	2	0.1	8
CC1(C(=O)NCc2ccccc2)CSCC(=O)N1C1CC1 (stereo unspecified)	x	6	2	-0.3	x	-3	0.1	-7
CC(C)CC#Cc1ccc2c(c1)O[C@@H](CN(C)C(=O)c1ccccn1)[C@H](C)CN([C@H](C)CO)S2(=O)=O	-16	4	-2	-0.1	3	0	-2.1	-5
CC(=O)Cc1nsc(NC(=O)c2ccc(-c3cccc(Cl)c3)o2)n1	17	7	12	x	-9	1	0.0	-19
COc1ccc(S(=O)(=O)N2CC[C@@H]3[C@H](CO)Nc4ccc(-c5cccc(C#N)c5)cc4[C@@H]32)cc1	0	-14	6	0.0	-1	1	0.0	-19
CCCCn1c(N)c(N(CCC(C)C)C(=O)CN2C(=O)C3CCCCC3C2=O)c(=O)[nH]c1=O (stereo unspecified)	x	-7	1	-0.7	7	-4	0.3	-14
NC(=O)c1nc(-c2ccccc2)c(-c2ccccc2)[nH]c1=O	x	-1	0	-0.1	x	9	0.2	3
CC(=O)N1CCCCN2[C@H](CO)[C@H](c3ccc(-c4ccccc4)cc3)[C@H]2C1	1	54	-1	0.3	10	-7	0.0	-5
CCS(=O)(=O)N1CC2(C1)[C@@H](c1ccccc1)[C@H](CO)N2C(=O)C1CC1	x	-8	-1	0.5	x	0	0.0	-16
COc1ccc2[nH]c3c(c2c1)CCNC3C1CC=C(C)CC1 (stereo unspecified)	3	-15	2	6.1	5	3	0.3	5
COc1ccc(NC(=O)Nc2ccc3c(c2)C(=O)N([C@@H](C)CO)C[C@@H](C)[C@H](CN(C)C(=O)C2CCCCC2)OCCCC[C@H](C)O3)cc1	6	-17	-1	0.0	-6	2	0.0	-5
CC(=O)C1=C(O)C(=O)N(c2ccc(O)cc2)C1c1cccc(F)c1 (stereo unspecified)	4	1	2	u	10	-3	0.1	-5
COc1ccc(C(CNC(=O)c2[nH]c(C)c(C(C)=O)c2C)N2CCOCC2)cc1 (stereo unspecified)	3	-9	-2	x	-8	2	0.0	-17
COCC(=O)N(C[C@H]1[C@H](c2ccccc2)[C@H](CO)N1C(=O)NC(C)C)C(C)C	2	8	-1	0.2	-6	2	0.4	4
COc1ccc(OC)c(C2=CC(=O)C[C@H](c3ccc(F)cc3)C2)c1	3	-15	1	0.1	2	-3	0.0	0
CC1CCN(C(C(=O)Nc2ccc(C(C)C)cc2)c2ccc3c(c2)OCO3)CC1 (stereo unspecified)	-4	0	0	0.1	-4	-6	0.3	9
OC1CCC(Nc2ccn3nc(-c4cccc(Cl)c4)cc3n2)CC1 (stereo unspecified)	u	-8	0	0.1	16	4	0.5	-20
C=CCn1c(C)cc(C(=O)COC(=O)c2ccc(N)c([N+](=O)[O-])c2)c1C	x	-3	10	x	x	1	0.0	0
CCOc1cc(/C=N/NC(=O)c2ccc(CSc3nncn3C)cc2)ccc1OCC(=O)N1CCOCC1	x	-1	1	0.7	x	-2	0.1	-7
Clc1nc2ccccc2cc1-c1nnn(-c2ccccc2)n1	62*	-1	6	-0.1	5	2	0.0	-10
COc1ccc(C(=O)NCCCn2cccn2)cc1OC1CCN(C(C)=O)CC1	-7	-1	-2	x	-3	1	0.1	-4
COc1ccc(NC(=O)Nc2ccc3c(c2)C(=O)N([C@@H](C)CO)C[C@@H](C)[C@H](CN(C)S(C)(=O)=O)OCCCC[C@@H](C)O3)cc1	15	10	1	0.1	0	-2	0.1	-5
CCOc1ccc(-c2c(C(=O)N/N=C(\C)c3ccccc3OC)nnn2-c2nonc2N)cc1	2	-1	0	x	18	2	0.1	-3
CCCCOC1NC(=O)NC(=O)C1(F)C(=O)OCC (stereo unspecified)	-36	-1	2	-0.3	3	0	0.1	-13
Cc1c(C(=O)Nc2ccc(C(F)(F)F)cc2)sc2ncn(CC(=O)N3CCN(c4ccccn4)CC3)c(=O)c12	-9	0	-6	x	2	1	0.0	-7
CCOC(=O)CSc1ncnc2c1c(-c1ccccc1)cn2-c1ccc(OC)cc1	x	2	-2	0.4	1	-3	0.0	-6
